Screening data from PubChem.
All columns: NCI-60 one-dose screen, growth in % after 48 h at 10 µM unless noted; 100 = growth as untreated, 0 = no growth, -100 = all killed.
PC-3 – PC-3 prostate cancer cells; 80,000 tested, 3.9% active
SW-620 – SW-620 colon cancer. 82,000 tested, 5.2% active
OVCAR-8 – OVCAR-8 ovarian cancer. 81,000 tested, 4.4% active
OVCAR-3 – OVCAR-3 ovarian cancer. 79,000 tested, 7% active
OVCAR-5 – OVCAR-5 ovarian cancer | 82,000 tested, 2.9% active | AID 1794783
DU-145 – DU-145 prostate cancer | AID 1794760 | 81,000 tested, 4.2% active
OVCAR-4 – OVCAR-4 ovarian cancer cells. AID 1794784. 80,000 tested, 3.7% active
KM12 – KM12 colon cancer cells; 82,000 tested, 5% active; AID 1794800
HCC-2998 – HCC-2998 colon cancer; AID 1794799; 79,000 tested, 4.7% active
* marks the source's active call; other numbers are inactive results; / = not tested or not shown; & = joins results of further samples; [ ] = remark or other dose. How the source made its calls: active means growth percent below 10; inactive means the rest.

SMILES	PC-3	SW-620	OVCAR-8	OVCAR-3	OVCAR-5	DU-145	OVCAR-4	KM12	HCC-2998
O=Cc1cccc2c([N+](=O)[O-])cccc12	102	101	95	103	97	107	109	100	100
CC(=O)c1c2c(n3ccccc13)C(=O)c1ccccc1C2=O	70	91	87	90	120	98	93	91	108
O=C(c1ccccc1)c1ccc([N+](=O)[O-])cc1	88	105	95	109	105	113	109	103	80
CC(=O)N1N/C(=C2/C(C)=NC(=S)NC2c2ccccc2)CC1c1ccc(Cl)cc1 (stereo not drawn)	91	102	106	103	109	100	96	93	94
CCOC(=O)c1nnn(Cc2cc(=O)oc3ccc(Cl)cc23)c1C	90	99	94	106	105	104	94	99	117
O=C1CC(c2ccc3c(c2)OCO3)c2snc(-c3cccc(F)c3)c2N1 (stereo not drawn)	81	100	106	98	94	100	97	96	99
CC(C)Sc1nc(Cl)c(C#N)c(-c2ccc(F)cc2)n1	106	72	97	128	99	113	107	107	112
Cc1nc(NC(=S)Nc2ccc(F)cc2)sc1C(=O)NNC(=S)Nc1ccc(F)cc1	52	87	87	57	86	82	43	77	68
CCCCCCOC(=O)N1CCCCC1CCCCC (stereo not drawn)	85	101	108	112	91	115	108	107	111
Cc1ccc(-n2c(-c3csc(N)n3)n[nH]c2=S)cc1	107	117	103	111	111	103	108	101	104
O=S(=O)(Cc1ccccc1)C(CCCc1ccccc1)S(=O)(=O)Cc1ccccc1	68	96	98	95	94	106	85	94	100
C[N+](C)(C/C=C/c1ccccc1)Cc1ccccc1	97	100	107	96	81	102	97	95	96
COc1ccc2c(c1)[n+](=O)c(C(=O)/C=C/c1cc(OC)c(OC)c(OC)c1)c(C)n2[O-]	60	72	57	102	102	48	72	89	98
O=C(/C=C/c1cccs1)c1ccc(Cl)s1	100	95	108	116	93	91	84	92	106
C=CCn1c(SCC(=O)Nc2ccc(/C(C)=N/O)cc2)nnc1-c1cc(-c2ccc(S(N)(=O)=O)cc2)nc2ccccc12	80	84	55	71	93	105	66	87	101
O=C1C=CC(=O)N1c1ccc(Cl)cc1	100&100	91&116	96&104	120&122	102&104	117&121	109	113&110	104&113
Cn1c(=O)c2c(nc(CNC(=O)c3ccccc3)n2C)n(C)c1=O	93	107	101	118	116	119	117	107	112
Cc1c(Cl)c(C)c(Cc2c(C)c(Cl)c(C)c(Cl)c2O)c(O)c1Cl	8.7*	17	11	5.2*	46	30	14	16	26
S=C(c1ccccc1)N1CCN(c2ccccc2Cl)CC1	88	101	98	110	102	108	100	109	94
O=C(COc1ccc(Cl)cc1Cl)OCCOc1cc(Cl)c(Cl)cc1Cl	83	103	96	104	104	105	105	102	96
CCN1C(=O)N(CC)C2Nn3c(s/c(=C\c4ccccc4)c3=O)=NC21 (stereo not drawn)	43	69	94	44	83	64	92	61	94
O=C(CN1C(=O)S/C(=C\c2ccccc2)C1=O)Nc1ncc(Cc2ccccc2Cl)s1	79	105	93	109	103	87	90	102	105
O=S(=O)(O)CNc1ccccc1	94	92	103	118	95	114	100	95	104
COc1ccc(-n2cc(-c3ccccc3)c3c(SCC(=O)N/N=C/c4ccc([N+](=O)[O-])cc4)ncnc32)cc1	96	103	103	105	99	114	102	101	98

Single records, as listed above:
O=Cc1cccc2c([N+](=O)[O-])cccc12 is entered as PC-3: 102; SW-620: 101; OVCAR-8: 95; OVCAR-3: 103; OVCAR-5: 97; DU-145: 107; OVCAR-4: 109; KM12: 100; HCC-2998: 100
Cc1ccc(-n2c(-c3csc(N)n3)n[nH]c2=S)cc1 is entered as PC-3: 107; SW-620: 117; OVCAR-8: 103; OVCAR-3: 111; OVCAR-5: 111; DU-145: 103; OVCAR-4: 108; KM12: 101; HCC-2998: 104
C=CCn1c(SCC(=O)Nc2ccc(/C(C)=N/O)cc2)nnc1-c1cc(-c2ccc(S(N)(=O)=O)cc2)nc2ccccc12 is entered as PC-3: 80; SW-620: 84; OVCAR-8: 55; OVCAR-3: 71; OVCAR-5: 93; DU-145: 105; OVCAR-4: 66; KM12: 87; HCC-2998: 101

Continuation:
SMILES	PC-3	SW-620	OVCAR-8	OVCAR-3	OVCAR-5	DU-145	OVCAR-4	KM12	HCC-2998
COc1cc2c(cc1OC)-c1ccc3cc4c(cc3c1N(CCCN(C)C)C2)OCO4	23	25	28	48	60	39	52	38	65
CS(=O)(=O)c1nc2ncc(C(N)=O)n2[nH]1	108	112	101	110	128	108	107	101	102
COC(=O)C1OC1c1cc([N+](=O)[O-])ccc1OC (stereo not drawn)	96	107	105	109	105	109	101	99	96
CN(/C(N)=N/N=C(c1ccccn1)c1ccccn1)C1CCCCC1	95	101	103	97	110	106	110	104	106
O=C(Cn1ccc2ccccc21)Nc1ccc(-c2nc3ccccc3s2)cc1	98	106	105	102	104	101	103	106	103
O=C1CNN=C(Cn2nc(-c3ccccc3)c3ccccc3c2=O)N1	95	103	101	109	112	107	109	103	102
Cc1ccc(-c2nn(-c3ccccc3)cc2/C=C/C(=O)n2cnc3ccccc32)cc1	82	104	101	106	107	103	106	101	100
Cc1cccc(C(=O)OCC(=O)Nc2sc3c(c2C(N)=O)CCC3)c1C	124	111	118	109	123	108	90	91	97
CCOC(=O)C(Nc1ccc(F)cc1)c1ccc(N(CC)CC)cc1 (stereo not drawn)	91	75	105	101	90	97	108	80	91
Cc1ccc(-c2cc(C(=O)N3N=C(c4ccc(Cl)cc4)CC3c3cc(-c4ccccc4)nn3-c3ccccc3)c3ccccc3n2)cc1 (stereo not drawn)	78	102	91	90	112	97	103	85	100
N/N=C(/Cc1ccccc1)NNC(N)=S	88	111	108	111	111	106	101	101	117
O=C1NC(=O)/C(=C\c2cccc([N+](=O)[O-])c2)N1	92	101	100	122	101	124	101	103	116
COc1cc(C(=O)c2cc(C(=O)/C=C/c3ccccc3)c3c(C)cccn23)cc(OC)c1OC	65	65	39	33	91	57	46	49	75
O=C(CC(C(=O)c1ccc(Cl)cc1)N1CCCCC1)c1ccc(Cl)cc1 (stereo not drawn)	89	103	93	101	107	111	107	101	101
NC(N)=N/N=C/c1ccccc1C(=O)O	96	105	116	110	102	107	/	102	111
Nc1ccc([N+](=O)[O-])c(C(F)(F)F)c1	98	91	92	107	107	101	87	103	90
COc1cc(-c2nc3sc(-c4ccccc4)cn3n2)cc(OC)c1OC	47	93	/	97	110	90	82	86	105
CNc1cc(-c2ccc(S(=O)(=O)Nc3ccc4c(c3)N(C(=O)C3CC3)CCC4)cc2)nc(N)n1	84	97	98	108	90	110	/	107	101
COC(=O)C1(C2(C(=O)OC)NC(=S)NC(=O)C2C#N)CCCC1=O (stereo not drawn)	112	105	104	117	112	111	110	103	113
S=c1[nH]c2ccccc2s1	82&102&93	95&107&108	85&103&96	95&103&98	99&110&88	102&106&118	95&99&92	98&106&107	98&109&100
COc1ccc(C2=NN(C(C)=O)C(c3cn(-c4ccccc4)nc3-c3ccc(Cl)cc3)C2)cc1 (stereo not drawn)	34	17	17	-43*	68	17	-23*	30	36
CC1=NN(c2cn3c(-c4ccc(Cl)cc4)csc3n2)C(=O)C1	79	99	94	106	106	105	77	105	100
Cc1cncc2c(=O)n(-c3ccccc3)n(C)c12	95	107	101	112	107	112	98	109	102
CC(C)(C)n1nc(C2CC2)c(Br)c1NC(=O)c1ccccc1F	91	105	101	117	104	121	87	98	106
CCOC(=O)C(=CNc1cnc(Nc2ccc(N3CCOCC3)cc2)nc1Oc1ccc(OC)cc1)C(=O)OCC	68	47	43	-9.2*	72	73	-43*	77	92
CC(=O)CSc1nc2ccccc2s1	97	109	99	100	92	110	103	103	106
COc1ccc(C2OC23Cc2ccccc2C3=O)cc1OC (stereo not drawn)	80	111	97	114	129	113	89	104	116
COc1ccc(-c2nc(Nc3nc4ccccc4o3)nc3c2C(=O)CC(C)(C)C3)cc1	97	100	101	106	100	102	95	108	90
O=[N+]([O-])c1c(Cl)cccc1-c1c[nH]cc1Cl	82	106	92	110	82	97	73	93	103
O=C1c2ccccc2C(=O)c2c(N/N=C3\SC(=Nc4ccccc4)N(c4ccccc4)C3=S)cccc21	/	107	111	143	119	125	112	128	104
O=C1CSC(=S)N1/N=C/c1ccc(Cl)s1	98	108	106	104	98	109	119	97	100
CCCCCCC(C)N(CC(C)(C)O)C(=O)c1ccc([N+](=O)[O-])cc1 (stereo not drawn)	87	96	101	113	106	101	108	103	115
COC(=O)C1(C(=O)OC)C2CC(C)=C(C)CC21 (stereo not drawn)	100	113	101	121	102	119	107	115	119
O=C1c2cccc3c(-c4ccc(-c5nc6c7ccccc7c7ccccc7c6[nH]5)cc4)ccc(c23)C(=O)N1C1CCCCC1	81	94	102	92	99	99	90	81	104
CCOCCc1c(O)nc(SC)[nH]c1=O	91	91	103	186	87	107	108	101	39
OCCC1CCNCC1	100	104	102	102	101	105	108	99	109
Cc1ccc(C)c(CCCC(=O)O)c1	95	113	89	117	96	116	/	100	102
O=C(Nc1ccc(F)cc1)N1CCN(c2cc(-c3cn(-c4ccccc4)nc3-c3cccc(O)c3)ccn2)CC1	62	105	64	77	113	94	63	84	103
N#Cc1c(-c2ccc(Cl)cc2)cc(-c2ccccc2)n(Cc2ccccc2)c1=O	101	100	108	130	96	104	95	98	105
CC(C)C1(c2ccsc2)NC(=O)NC1=O (stereo not drawn)	102	106	102	98	106	111	104	97	/
O=S(=O)(O)c1cc(O)c2c(N=Nc3ccc(Nc4ccccc4)c4c(S(=O)(=O)O)cccc34)cc(S(=O)(=O)O)cc2c1	95	103	97	107	105	107	113	101	102
CCN1C(=O)N(CC)C2C1N=C(SCc1ccc(Cl)cc1)N2/N=C/C=C/c1ccccc1 (stereo not drawn)	53	94	80	92	96	110	89	95	105
Clc1cccc(-c2ccc(OCCCN3CCN(c4ccncc4)CC3)cc2)c1	-8.3*	-66*	38	0.4*	70	35	38	-44*	-92*
C=CCn1c(C)nc2cc(Nc3nc(N4CCOCC4)nc4ccccc34)ccc21	89	100	80	102	113	100	105	88	104
C[C@H]1[C@H](C)CC[C@]2(C(=O)O)CC[C@]3(C)C(=CC[C@@H]4[C@@]5(C)C/C(=C/c6cccnc6)[C@H](O)C(C)(C)[C@@H]5CC[C@]43C)[C@H]12	17[100 µM]	15[100 µM]	12[100 µM]	-39*[100 µM]	-14*[100 µM]	5.0*[100 µM]	/	-37*[100 µM]	-8.2*[100 µM]
COc1cc2nc(SCc3cc(OC)c(OC)c(OC)c3)n(-c3ccc(Cl)cc3)c(=O)c2cc1OC	77	100	95	102	99	95	83	99	107
CC(C)CCOC(=O)C[C@H](NP(=O)(OC[C@H]1O[C@@H](n2c(=O)cc(N)[nH]c2=O)[C@H](O)[C@@H]1O)Oc1ccccc1)C(=O)OCCC(C)C (stereo partly drawn)	87	100	99	107	106	104	102	107	107
O=c1nc(/C=C/c2cn[nH]c2-c2ccc(Cl)cc2)cc(C(F)(F)F)[nH]1	75	64	70	71	103	105	63	104	91
CN(C)CCCC(C#N)(c1ccccc1)c1ccccc1	98	101	89	120	99	130	111	103	102
COc1ccc2[nH]c(=O)ccc2c1	88	99	106	103	96	105	110	92	108
O=C1C=CC(=CC=C2C=CN(CCCCCCCCCCCO)C=C2)C=C1	18	42	23	30	55	44	35	24	58
CC1=NN(c2ccccc2)C(=O)C1N=Nc1ccc(S(=O)(=O)Nc2nnc(C)s2)cc1 (stereo not drawn)	83	105	90	107	115	115	121	100	105
CSc1ccc(C)cc1	117	105	116	113	110	114	109	115	127
COc1ccc(S(=O)(=O)N2CCC(c3nc(/C=C4/C(=O)Nc5ccccc54)c4ccccn34)CC2)cc1	63	96	42	77	98	/	72	93	151
CN(C)Cc1cc(Cc2ccccc2)cc(C2CCCCC2)c1O	94	99	98	/	99	113	101	106	103
Cc1[nH]nc2ccc(-c3nc4cnc(N5CCN(C)CC5)cn4c3Nc3ccc(F)cc3Br)cc12	48	33	6.5*	10	80	52	65	59	70
CC(C)(C)OC(=O)NC(CCC(N)=O)C(=O)O (stereo not drawn)	96	110	108	115	107	112	122	108	94
COc1cc(O)ccc1C1=CC(=O)OC1Cc1ccc(O)cc1 (stereo not drawn)	81	102	104	101	99	108	91	98	92
O=C(O)c1ccc(N2C(=O)c3ccccc3C2=O)cc1[N+](=O)[O-]	84&106	104&106	96&105	104&129	107&109	109&114	97	100&105	100&99
Cn1c(=O)c2nc(CC(=Nc3ccc(F)cc3)c3ccccc3)c(=O)[nH]c2n(C)c1=O	/	91	99	100	93	100	105	85	93

Shown with values under each structure: entries from further up
Each structure is followed by: PC-3	SW-620	OVCAR-8	OVCAR-3	OVCAR-5	DU-145	OVCAR-4	KM12	HCC-2998
COc1ccc2[nH]c(=O)ccc2c1
  88	99	106	103	96	105	110	92	108
O=C1C=CC(=CC=C2C=CN(CCCCCCCCCCCO)C=C2)C=C1
  18	42	23	30	55	44	35	24	58
CC1=NN(c2ccccc2)C(=O)C1N=Nc1ccc(S(=O)(=O)Nc2nnc(C)s2)cc1 (stereo not drawn)
  83	105	90	107	115	115	121	100	105
CSc1ccc(C)cc1
  117	105	116	113	110	114	109	115	127
COc1ccc(S(=O)(=O)N2CCC(c3nc(/C=C4/C(=O)Nc5ccccc54)c4ccccn34)CC2)cc1
  63	96	42	77	98	/	72	93	151
CN(C)Cc1cc(Cc2ccccc2)cc(C2CCCCC2)c1O
  94	99	98	/	99	113	101	106	103

(continued)
SMILES	PC-3	SW-620	OVCAR-8	OVCAR-3	OVCAR-5	DU-145	OVCAR-4	KM12	HCC-2998
COC(=O)c1ccc(-n2cc(CCCOS(=O)(=O)c3ccc(C(=O)OC)cc3)nn2)cc1	93	96	98	107	101	105	101	99	105
CCCCCCSc1nnc(-c2c(C)nc3ccc(C)cn23)o1	94	97	91	103	101	100	90	97	117
CCOP(=O)(OCC)c1nc(-c2ccccc2)oc1NCc1cccnc1	101	101	106	110	101	107	112	111	106
C(=C\c1c[nH]c2ccccc12)/c1ccc2ccccc2n1	59	107	79	69	121	93	/	52	98
N=C(N)SCCCCCSC(=N)N	85	99	78	70	107	98	117	99	97
